Peg3 prom inh: Peg3 promoter activity inhibition. HeLa PEG-Prom luciferase reporter, luminescence, overnight. inhibition, % at 20 µM. 1.7% of 360,000 active. AID 588405;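 active = inhibition of at least 50% at 20 µM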
CaV13 FRET inh: Primary screen for inhibitors of IQ motif and Ca2+-dependent inactivation inhibitor domain binding in CACNA1D, Förster resonance energy transfer in living cells, …; HEK cells, CFP/YFP FRET ICDI-IQ, plate reader, 10 min; percent FRET-ratio fall versus neutral wells; inhibition, % at 12.3 µM; 0.098% of 340,000 active;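 active = mean replicate inhibition of at least 30% and at least 1% of replicates passing that level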;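 note: 0% = median of the neutral control wells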
CF NFkB inh: inhibitors of cystic fibrosis induced NF-kB; KKLEB NF-kB-GFP reporter, PAF-induced, GFP fluorescence overnight; inhibition, % at 5 µM; 0.86% of 360,000 active; AID 588850;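 active = at least 50% inhibition at 5 µM, scaled per plate between neutral and stimulator controls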;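 note: PAF is a Pseudomonas aeruginosa culture filtrate used as stimulus; plate controls were PAF-stimulated DMSO wells for no effect and unstimulated DMSO wells for full effect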
NR2E3 ag-1: activates human photoreceptor nuclear receptor NR2E3; GST-NR2E3/biotin-RetCOR TR-FRET, 1536-well; inhibition of corepressor binding, % at 4.78 µM; 0.12% of 320,000 active; AID 2300;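 active = percent inhibition above the cutoff of mean plus 3 SD of all tested compounds, set per screening campaign, cut at about 20% in these data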;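 note: 0% = DMSO wells and 100% = biotin wells as full block of FRET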
Target sequence (Q9Y5X4 whole entry, looked up): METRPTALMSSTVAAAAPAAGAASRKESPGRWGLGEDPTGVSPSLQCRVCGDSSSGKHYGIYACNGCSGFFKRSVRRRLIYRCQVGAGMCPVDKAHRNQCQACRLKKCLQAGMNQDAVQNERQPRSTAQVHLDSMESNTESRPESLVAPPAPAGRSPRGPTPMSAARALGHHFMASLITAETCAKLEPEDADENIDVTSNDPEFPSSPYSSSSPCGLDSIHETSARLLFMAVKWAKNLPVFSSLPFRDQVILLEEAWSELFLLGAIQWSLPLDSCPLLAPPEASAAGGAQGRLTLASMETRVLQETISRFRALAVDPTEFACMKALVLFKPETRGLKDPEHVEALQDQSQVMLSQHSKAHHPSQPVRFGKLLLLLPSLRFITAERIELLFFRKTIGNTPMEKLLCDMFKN
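System: GST-tagged NR2E3 plus biotinylated RetCOR corepressor; Amount: 1.35 nM GST-tagged NR2E3 final; Dosing: single nominal compound dose of 4.8 µM; Schedule: 5 h incubation at 4 °C; Technique: TR-FRET with europium anti-GST and streptavidin-D2, 340 nm excitation; Controls: biotin wells as high control, 0.6% DMSO wells as low control.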
NR2E3 ag-2: agonists of human NR2E3 nuclear receptor; 0.35% of 360,000 active; Q9Y5X4; AID 602229; CHO-S Gal4-NCOR/VP16-NR2E3 two-hybrid, luciferase; inhibition of corepressor binding, % at 3.98 µM;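 active = inhibition above the mean of all tested compounds plus 3 SD, cut at about 70% in these data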;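 note: 0% = DMSO with NR2E3 transfected cells and 100% = cells lacking NR2E3 construct; higher means lower luciferase signal from less NR2E3 corepressor binding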
KKLEB tox: counter-screen for CF NF-kB inhibitors: cytotoxicity | KKLEB CF airway cells viability, ATPlite luminescence, overnight; stronger effect = lower value; cells stimulated with P. aeruginosa culture filtrate | activity change (cytotoxicity), % at 5 µM | 0.36% of 360,000 active | AID 602141;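 active = corrected activity change at or below -50% at 5 µM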
Vif inh: HIV Vif inhibition; inhibition, % at 7.49 µM; AID 602346; 0.35% of 340,000 active; HEK293T cells, Vif self-association by quenched fluorescence, imaging, 24 h; in the data active = inhibition above about 50%, passing the limit was not always enough; note: some results filed as inactive read as strong as hits
TRPM1 prom inh: reduces MITF-dependent TRPM1 promoter luciferase signal; SK-MEL-5 TRPM1 promoter luciferase, 24 h; inhibition, % at 12.5 µM; 0.83% of 330,000 active; AID 488899;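 active = mean inhibition across replicates of 60% or more, whatever share of single replicates reaches that level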; note: values of inactives mirror those of a sister screen read the other way
Shn3 inh set2: inhibitors of Schnurri-3 3'UTR reporter in osteoblasts | Clone20 osteoblast Shn3 3'UTR firefly luciferase, 24 h | inhibition, % at 12.5 µM | 0.52% of 360,000 active;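 active = mean inhibition of at least 75% with every replicate also reaching 75%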;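 note: 0% = median of neutral control wells and 100% = pilot-screen positive control compound; some compounds past the cut are filed as inactive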
HIF-2a block: blocks HIF-2a reporter activity; AID 624352; 0.72% of 360,000 active; 786-0 RCC cells HIF-2a reporter, luciferase luminescence, overnight; inhibition, % at 18.8 µM;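 active = inhibition of the luminescence signal of 40% or more relative to plate controls, in a single-dose primary screen at 18.75 µM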
PDI inh: PDI (human) enzyme inhibition | PDI insulin aggregation turbidity, A650, 90 min | inhibition, % at 10 µM | 0.052% of 350,000 active;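 active = mean inhibition across replicates of 30% or more, whatever share of single replicates reach that level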;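 note: absorbance from insulin aggregation driven by PDI reduction with DTT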
Target sequence (P07237 whole entry, looked up): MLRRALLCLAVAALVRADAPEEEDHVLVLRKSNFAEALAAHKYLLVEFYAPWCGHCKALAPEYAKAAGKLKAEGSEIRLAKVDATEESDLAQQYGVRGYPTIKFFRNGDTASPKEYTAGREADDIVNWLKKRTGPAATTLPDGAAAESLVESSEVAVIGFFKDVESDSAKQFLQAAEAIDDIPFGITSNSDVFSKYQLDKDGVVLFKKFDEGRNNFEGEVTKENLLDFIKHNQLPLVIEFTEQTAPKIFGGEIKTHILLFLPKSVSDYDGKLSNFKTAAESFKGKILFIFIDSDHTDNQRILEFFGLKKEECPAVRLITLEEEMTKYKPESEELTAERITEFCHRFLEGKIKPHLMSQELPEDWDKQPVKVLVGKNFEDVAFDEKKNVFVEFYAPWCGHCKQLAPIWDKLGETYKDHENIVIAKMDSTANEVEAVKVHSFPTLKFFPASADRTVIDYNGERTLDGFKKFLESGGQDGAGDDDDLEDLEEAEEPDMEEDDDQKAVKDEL
* hit, by the source's call; / = not tested or not shown.

Value order: Peg3 prom inh	CaV13 FRET inh	CF NFkB inh	NR2E3 ag-1	NR2E3 ag-2	KKLEB tox	Vif inh	TRPM1 prom inh	Shn3 inh set2	HIF-2a block	PDI inh
Cc1ccc(O)c(C(=O)CC(=O)c2ccc(C(C)(C)C)cc2)c1
 : -55	-3	13	1	-64	6	-3	-25	-18	10	-3
c1ccc(CSc2nc3ncncc3[nH]2)cc1
 : -7	-15	14	2	-9	-4	-2	-5	-20	-40	8
CCCN(CCC)CCCNC(=O)C1c2cc(OC)c(OC)cc2C(=O)N(C)C1c1cccs1 (stereo unspecified)
 : -3	-4	14	1	11	-2	7	-18	-15	9	0
O=C(N[C@@H](Cc1ccccc1)C(=O)O)c1ccncc1
 : 19	-10	19	0	-11	-4	-2	-5	6	13	7
O=C(Nc1ccc(Cl)cc1)c1cccc(N2C(=O)C3C4CCC(C4)C3C2=O)c1 (stereo unspecified)
 : -30	-16	9	-1	3	-9	5	-6	4	-22	-7
COc1cc(NC(=O)c2ccc(Cl)cc2)c2ncccc2c1
 : 6	-3	-4	/	-19	-10	17	19	24	-5	0
O=Cc1ccc(OCc2nnc(-c3ccccc3Br)o2)cc1
 : -85	-5	-1	-3	-61	0	-12	-24	5	-50	1
CC1CN(S(=O)(=O)c2ccc(F)cc2)CN1C(=O)N1CCOCC1 (stereo unspecified)
 : 2	-5	16	4	-28	-13	19	8	3	4	-6
O=C1CCC(C(=O)N2CCOCC2)CN1Cc1ccc(Cl)cc1 (stereo unspecified)
 : 15	-6	9	-4	-19	9	/	-9	-6	5	5
CC(OC(=O)c1cccs1)C(=O)NC1CC1 (stereo unspecified)
 : -4	-4	-3	1	-4	12	1	5	-1	3	5
CC(C)(C)c1nnc(NC(=O)COc2ccc3c(c2)OCO3)s1
 : -285	-2	9	6	-165	1	4	-87	-35	-242	-5
Cc1ccc2c(c1)c(C)cc(=O)n2CCC(=O)O
 : 5	-9	6	5	-1	-11	4	19	-14	-1	-8
CCNC(=O)COC(=O)C1C(C(=O)OCC)=C(C)NC(C)=C1C(=O)OCC
 : 5	-4	-10	-1	-8	3	-5	-7	-6	11	-1
Cc1cc(OC(=O)c2ccccc2Cl)cc(=O)n1C
 : 8	/	-13	-1	-8	1	-3	11	-5	21	-8
CC(/C=C1\SC(=S)N(NC(=O)c2ccc(C)cc2)C1=O)=C\c1ccccc1
 : -4	/	-14	3	-18	-7	9	11	-4	-6	-3
COc1ccc(NC(=O)c2c(Cl)nc3ccccn23)cc1
 : -29	-13	-17	8	-13	13	20	-11	9	-43	-4
CCCC(=O)N1CCc2[nH]c3ccccc3c2C1
 : -6	-7	-5	-3	-27	6	-6	6	6	-4	-4
Cc1ccc(Sc2cc(NCCCO)c([N+](=O)[O-])c3nonc23)cc1
 : 21	-8	-2	2	-13	-8	1	13	-14	-20	5
COc1ccccc1N1C(=O)C2C(c3ccc(F)cc3)NN(C(=O)c3ccc(C)cc3)C2C1=O (stereo unspecified)
 : 5	-16	0	-2	-10	-7	6	8	-9	9	-3
Cc1ccc(CN2CCN(C(=O)CCc3ccccc3)CC2)cc1
 : 22	-5	-2	4	-11	5	-1	4	17	19	-3
O=[N+]([O-])c1cccc(C2=NC(c3ccccc3)CO2)c1 (stereo unspecified)
 : -114	-6	-30	3	-28	5	2	-25	-91	-132	6
COc1ccc(CNc2nc(NCc3ccc(OC)cc3)c3[nH]cnc3n2)cc1
 : 23	-7	5	-2	-7	-15	-13	6	-14	8	0
COc1ccccc1CC(=O)N1CCC(CCC(=O)NC2CC2)CC1
 : -1	-3	10	0	-5	-2	-9	-4	0	3	20
CC1CC(C)CN(C(=O)COC(=O)Cc2ccc(Br)cc2)C1 (stereo unspecified)
 : -2	-4	-8	-4	-9	-4	6	11	2	9	-4
O=C(NCc1ccccn1)c1cc(S(=O)(=O)N2CCCCCC2)ccc1Cl
 : 9	-6	-24	5	-22	9	0	5	-31	3	3
CCOC1=C2[C@@H](CN(S(=O)(=O)c3ccc(C)cc3)[C@H]2c2ccccc2F)[C@H]2C(=O)N(Cc3ccccc3)C(=O)[C@H]2C1
 : 7	/	23	/	0	-1	/	/	-3	-19	/
COc1cc2ccccc2cc1C(=O)Nc1ccncc1
 : -218	-6	-1	0	-37	-19	-16	-35	-24	-195	-9
CCOCC(=O)Nc1nnc(COc2ccc(Cl)cc2)s1
 : -13	/	16	1	6	-15	0	-6	13	-7	-5
COc1ccc(CCNC(=S)Nc2ccc(S(=O)(=O)Nc3ncccn3)cc2)cc1OC
 : 1	-2	-12	3	-24	5	9	-7	-2	7	-5
O=C(CSc1nnc(-c2ccncc2)n1Cc1ccccc1)NC1CCCCC1
 : 1	6	-9	-2	-5	3	-3	-3	-2	8	-2
O=C(NCc1ccccc1)C1(C(F)(F)F)CC(CCCO)CCCO1 (stereo unspecified)
 : 5	-4	-3	3	-11	4	1	0	-18	-5	0
CCOc1cc(C(=O)NCCCn2ccnc2)cc(OCC)c1OCC
 : 29	-2	11	-1	12	-12	1	21	-13	13	0
COc1ccc(-c2cc(CNS(=O)(=O)c3ccccc3)on2)cc1
 : -17	8	-10	1	-12	8	-3	-14	-1	-54	-3
COc1ccccc1C(=O)NCCC(=O)Nc1ncccc1C
 : 6	-3	10	3	-3	8	19	-3	2	5	-1
CCCCn1c(=O)[nH]c(=O)c2c1nc(-c1ccsc1)n2Cc1ccccc1
 : 19	1	0	-1	-10	-2	-4	1	19	3	16
O=C1NC(=O)c2cc(NC(=O)c3cccc4ccccc34)ccc21
 : 6	-8	21	-6	-21	-21	17	/	5	-13	-5
Cn1ccnc1SCC(=O)Nc1nc2ccccc2s1
 : -199	6	-12	0	-65	4	1	-74	-119	-251	-7
CCOC(=O)N1CCN(CC(O)COc2ccc(C)c(C)c2)CC1 (stereo unspecified)
 : 3	-6	-6	1	-9	0	-12	-3	5	9	0
CCCNC(=O)c1ccc2c(c1)C1C3CCC(C3)C1C(c1ccccc1)N2 (stereo unspecified)
 : 32	-6	8	3	6	-5	-4	10	22	24	-9
COc1ccccc1CN(C)C(=O)c1ccccc1SCC(=O)N1CCCC1
 : -7	-7	-10	-2	-9	5	10	-15	9	-4	8

Part of the list above in order of heavy-atom count, rising:
Value order: Peg3 prom inh	CaV13 FRET inh	CF NFkB inh	NR2E3 ag-1	NR2E3 ag-2	KKLEB tox	Vif inh	TRPM1 prom inh	Shn3 inh set2	HIF-2a block	PDI inh
Cn1ccnc1SCC(=O)Nc1nc2ccccc2s1
 : -199	6	-12	0	-65	4	1	-74	-119	-251	-7
COc1cc2ccccc2cc1C(=O)Nc1ccncc1
 : -218	-6	-1	0	-37	-19	-16	-35	-24	-195	-9
COc1ccccc1C(=O)NCCC(=O)Nc1ncccc1C
 : 6	-3	10	3	-3	8	19	-3	2	5	-1
CCOC(=O)N1CCN(CC(O)COc2ccc(C)c(C)c2)CC1 (stereo unspecified)
 : 3	-6	-6	1	-9	0	-12	-3	5	9	0
O=C(NCc1ccccc1)C1(C(F)(F)F)CC(CCCO)CCCO1 (stereo unspecified)
 : 5	-4	-3	3	-11	4	1	0	-18	-5	0
CCOc1cc(C(=O)NCCCn2ccnc2)cc(OCC)c1OCC
 : 29	-2	11	-1	12	-12	1	21	-13	13	0
CCCNC(=O)c1ccc2c(c1)C1C3CCC(C3)C1C(c1ccccc1)N2 (stereo unspecified)
 : 32	-6	8	3	6	-5	-4	10	22	24	-9
COc1ccccc1CN(C)C(=O)c1ccccc1SCC(=O)N1CCCC1
 : -7	-7	-10	-2	-9	5	10	-15	9	-4	8
O=C(CSc1nnc(-c2ccncc2)n1Cc1ccccc1)NC1CCCCC1
 : 1	6	-9	-2	-5	3	-3	-3	-2	8	-2
COc1ccc(CCNC(=S)Nc2ccc(S(=O)(=O)Nc3ncccn3)cc2)cc1OC
 : 1	-2	-12	3	-24	5	9	-7	-2	7	-5
CCOC1=C2[C@@H](CN(S(=O)(=O)c3ccc(C)cc3)[C@H]2c2ccccc2F)[C@H]2C(=O)N(Cc3ccccc3)C(=O)[C@H]2C1
 : 7	/	23	/	0	-1	/	/	-3	-19	/

Later entries.
Value order: Peg3 prom inh	CaV13 FRET inh	CF NFkB inh	NR2E3 ag-1	NR2E3 ag-2	KKLEB tox	Vif inh	TRPM1 prom inh	Shn3 inh set2	HIF-2a block	PDI inh
c1ccc2c(-c3cncc4ccccc34)cncc2c1
 : 20	-4	76*	4	-5	-32	-9	-3	23	35	-12
CCOc1ccc(-c2nc(C#N)c(N3CCCCCC3)o2)cc1
 : -1	-5	5	1	10	-3	-4	-2	8	-51	-4
O=C(COC(=O)Cn1nnc(-c2ccccc2)n1)Nc1cc(F)ccc1F
 : -11	-6	12	/	21	-18	40	2	-5	-2	-2
CC[C@]12c3[nH]c4ccc(OC)cc4c3CCN1C(=O)C(CC(=O)NCc1ccco1)C[C@@H]2C(=O)N1CCN(C(=O)c2ccco2)CC1 (stereo partly specified)
 : -3	-8	-2	/	-36	20	2	-1	-4	1	0
O=C(CNC(=O)C1CCCCC1)OCC(=O)c1ccc(Br)cc1
 : -93	-7	12	/	-34	-2	2	-18	13	-54	-2
CC(=O)c1cccc(OCC(=O)OCC(=O)Nc2cc(S(=O)(=O)N3CCCCC3)ccc2C)c1
 : 1	-6	-7	/	15	-1	-15	1	-21	7	-4
C[C@@H]1CCCCO[C@@H](CN(C)S(=O)(=O)c2ccccc2)[C@@H](C)CN([C@H](C)CO)C(=O)c2cc(N(C)C)ccc2O1
 : 16	-5	8	/	-36	4	-1	/	-3	10	1
CNc1ccccc1C(C)(C)c1cn(-c2ccc([N+](=O)[O-])cc2)nn1
 : 4	-3	-1	4	-22	2	15	-2	14	13	-10
O=C(NCC1CCN(Cc2ccccc2Cl)CC1)Nc1cccc(Cl)c1
 : 28	-15	0	-2	12	1	0	-5	4	9	-1
CCCC1=C(C(=O)OCC)C(c2ccc(OC)c(CSc3ccccn3)c2)C(C#N)=C(N)O1 (stereo unspecified)
 : 0	-9	-5	3	31	1	-4	10	-16	11	5
